hcGAS inh – Primary biochemical luminescence assay for human cyclic GMP-AMP synthase inhibitors | 0.081% of 290,000 active | recombinant h-cGAS, ATP depletion, Kinase-Glo luminescence | Q8N884 | inhibition, % at 12.5 µM; in the data active = inhibition above about 40%;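 note: 0% = vehicle reaction and 100% = reaction without DNA for no activity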
Target sequence (Q8N884 whole entry, looked up): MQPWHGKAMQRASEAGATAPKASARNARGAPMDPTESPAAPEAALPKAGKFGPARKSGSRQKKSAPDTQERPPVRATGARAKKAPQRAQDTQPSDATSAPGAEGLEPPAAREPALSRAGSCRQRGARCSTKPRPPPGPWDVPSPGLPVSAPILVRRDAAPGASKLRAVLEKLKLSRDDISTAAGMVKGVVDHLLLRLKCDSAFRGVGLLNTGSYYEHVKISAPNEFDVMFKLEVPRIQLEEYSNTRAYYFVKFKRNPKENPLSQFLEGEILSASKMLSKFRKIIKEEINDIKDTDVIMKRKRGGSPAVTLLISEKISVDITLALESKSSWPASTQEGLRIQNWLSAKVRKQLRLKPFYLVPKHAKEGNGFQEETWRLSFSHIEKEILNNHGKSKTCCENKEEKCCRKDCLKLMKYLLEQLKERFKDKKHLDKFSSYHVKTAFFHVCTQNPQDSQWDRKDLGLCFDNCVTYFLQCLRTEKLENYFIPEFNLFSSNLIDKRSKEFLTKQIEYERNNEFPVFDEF
An asterisk follows results filed as active. Only part of the results is shown; count on the stated rates, not on these rows.

SMILES	hcGAS inh
COc1ccc(-c2csc(NC(=O)C3COc4ccccc4C3)n2)cc1 (stereo unspecified)	-7
CCN(Cc1ccncc1)C(=O)CCn1c(C)cc(C)nc1=O	-3
COC(=O)Nc1cccc(C(=O)N2CCC(C)C3CCCCC32)c1 (stereo unspecified)	-3
C=CCN1CC(C(=O)NCCc2nc(C)cc(C(F)(F)F)n2)CC1=O (stereo unspecified)	-6
Clc1cc(Cl)cc(-c2ccc(CNCc3ccccn3)o2)c1	-2
Cc1nc(-c2ccc(-n3ccnc3-c3cccc(F)c3F)cc2)n[nH]1	1
Cc1cccn2c(CNCCCn3ccnc3)c(C(=O)N3CCOCC3)nc12	-1
COCC1(C(=O)N(C)Cc2nonc2C)CCC1	-6
COc1ccc(-c2cc(CNC(=O)Cc3cnc4c(C)cccn34)on2)cc1	-5
CC(C)N(Cc1nccn1C)C(=O)Cn1nnnc1CN1CCCCCC1	0
CC(C)CNc1ccccc1C(=O)N1CCC(C(=O)O)CC1	0
COc1ccc(-c2c(-c3ccccc3)ncn2C[C@H]2CCCN2)c(Cl)c1O	-6
O=C(c1cccc(-c2ccccc2)c1)N1CCC(CO)(Cc2cccc(C(F)(F)F)c2)CC1	-3
Cc1cc(C)c2[nH]c(C)c(CC(=O)N(C)C(c3ccccn3)C3CC3)c2c1 (stereo unspecified)	-5
CCn1nc(CNC(=O)C2CC(=O)N(Cc3ccccn3)C2)c2ccccc21 (stereo unspecified)	-4
Cc1nc(C)c(-c2cccc(CN3CCOCC3)c2)s1	0
CCn1cc(CNC(=O)CC2C(=O)NCCN2Cc2ccc(OC)cc2F)cn1 (stereo unspecified)	-7
Cc1nc(C)c(C)c(Nc2ccc(N3CCCC3)nc2)n1	-10
Cc1cccc(/C=C/C(=O)NC2CCN(C(=O)Nc3ccccc3)CC2)c1	-12
C=CCN(Cc1ccccc1C)Cc1ccccc1O	-7
CC(Nc1nc2nonc2nc1N1CCCCCC1)c1cnn(C)c1 (stereo unspecified)	-7
C=CCN1CC(C(=O)N2CCC(Oc3ccncc3)CC2)CC1=O (stereo unspecified)	-5
Cc1nsc(NC(=O)N2CCCC(c3ccc(Cl)cc3)C2)n1 (stereo unspecified)	1
OCc1cccc(-n2ccnc2-c2ccc(C3CCCCO3)s2)c1 (stereo unspecified)	-9
c1cncc(-c2nccn2CCn2ccnc2)c1	-3
COCCN(Cc1ccccc1F)Cc1c(C)nc2ccc(Cl)cn12	-9
CCOC(=O)C1CCc2sc3ncn(CC(=O)NC(=O)Nc4ccccc4)c(=O)c3c21 (stereo unspecified)	-8
CC(NC(=O)C1=NN(C)C(=O)CC1)c1ccc(F)cc1F (stereo unspecified)	-4
c1cncc(-c2cn(CC3CCCN(c4cnc5ccccc5n4)C3)nn2)c1 (stereo unspecified)	-8
COCCN(Cc1cccs1)C(=O)c1cc(=O)n(C)c(=O)n1C	-5
CC(C)(C)NC(=O)CNC(=O)c1cc2cc(F)ccc2s1	-1
CCOc1cc(CNCc2ccccn2)ccc1O	-5
Cc1ccccc1C(=O)OC1CCCN(C)C1 (stereo unspecified)	1
Cc1[nH]c(-c2ccccc2)nc1C(=O)N1CCc2c(ncnc2N(C)C)C1	-4
CC1=CC[C@@H]2CN(C(=O)CCn3cncn3)C[C@@H]2C1	-6
O=C1NCCN(CC(c2ccccc2)c2ccccc2)C1CC(=O)N1CCCC1 (stereo unspecified)	0
O=C(c1cccc(Cl)c1)N1CCC(N2CCC(C(=O)N3CCOCC3)CC2)CC1	2
CC(C(=O)N1CCC(c2n[nH]c(=O)n2-c2ccccc2)CC1)n1ccnc1 (stereo unspecified)	-4
O=C(c1ccc(=O)[nH]c1)N1CCOc2c(O)cc(-c3nc4ccccc4s3)cc2C1	0
Cc1cccc2c(=O)[nH]c(CN3CCCSc4ccccc43)nc12	-1
Cc1nn(C)c(C)c1S(=O)(=O)N1CCC(CO)(CC2CCCCO2)CC1 (stereo unspecified)	-4
O=S(=O)(c1cccc2nsnc12)N1CCC2(CCNCC2)C1	-5
Cc1c(Cl)cccc1NC(=O)c1ccc(OCC(=O)NCc2ccccc2)cc1	-7
O=C(C1=CCCCC1)N1CCc2ccc(NC(=O)C3(c4ccccc4)CC3)cc2C1	-6
c1cncc(CN(Cc2ccc3c(c2)OCO3)Cc2cccc3nonc23)c1	-1
CNC(=O)c1ccc(CNC(=O)c2cccc(-c3ccccc3OC)c2)o1	-3
CC(C)NC(=O)C(C)N1CCN(c2nc3cccnc3s2)CC1 (stereo unspecified)	-6
COc1ccc(-c2noc(CN(C)C3CCS(=O)(=O)C3)n2)cc1 (stereo unspecified)	-11
CCn1c(SC)nc2scc(-c3ccco3)c2c1=O	4
Cc1c(CS(C)(=O)=O)cccc1NC(=O)C1(C#N)CCCC1	-6
(listing goes on)
SMILES	hcGAS inh
c1cncc(-c2nc3c(c(NCCC4CCOC4)n2)CCNC3)c1 (stereo unspecified)	-4
COc1ccc(C(=O)NC(C)c2cnn(-c3ccccc3C)c2C)o1 (stereo unspecified)	-3
O=C1NCCN(Cc2cccc3ccccc23)C1CC(=O)N1CCCC1 (stereo unspecified)	0
O=C1N(c2ccccc2)C[C@@H]2C[C@@H](c3ccc4nonc4c3)N3CCC[C@@]123	6
Cc1ccc(CC(SCc2ccccc2)C(=O)O)cc1C (stereo unspecified)	-15
O=C(CC1C(=O)NCCN1Cc1cccc(F)c1F)NCCCc1ccccc1 (stereo unspecified)	-5
COCc1ccc(CN2CCC(CO)(CC3CCCCO3)CC2)o1 (stereo unspecified)	-7
COCC1(C(=O)NCc2ccc3c(c2)CCCO3)CCC1	-5
Cc1ccccc1-c1ncc(CNCCn2nnc3ccccc32)s1	-7
O=C(N/N=C1\CC2C=CCC12)c1c[nH]c2ccccc12 (stereo unspecified)	3
Cc1ccccc1NP1(=O)C2=C(N3CCCCC3)CC(C)(C)CC2=NN1c1ccccc1 (stereo unspecified)	-6
Cc1ccc(NC(=O)C(C)NCc2ccccc2-n2ccnc2C)cc1 (stereo unspecified)	-5
Fc1ccc2[nH]c3c(c2c1)CN(CCC(F)(F)F)CC3	1
COc1cc(NC(=O)c2sc3sccc3c2Cl)cc(OC)c1	-14
N#Cc1ccc(-c2ccc(OCC(=O)N3N=CCC3(O)C(F)(F)F)cc2)cc1 (stereo unspecified)	-9
CC(C)n1ccnc1CSc1nnc(CC2CCNCC2)n1C	-4
Cc1ccccc1CNC(=O)CCCn1nnnc1CN1CCC(C)CC1	-6
CCCCc1cc(C(=O)Cc2csc(C)n2)c(O)cc1O	-7
CC1CCN(S(=O)(=O)c2cnc(Cl)c(Br)c2)CC1	-5
Cc1ccc(-c2nnc(SCC#CCO)n2C2CC2)cc1	11
COc1cccc(C(=O)NCC2CCCN(C3CCSCC3)C2)c1OC (stereo unspecified)	-6
CCC(=O)N1C[C@H]2OC(=O)N(CCCc3ccc(OC)cc3)[C@H]2C1	-6
O=C(NCc1ccccc1-n1ccnc1)c1cc(=O)[nH]c2ccccc12	-2
CC(C)(O)c1ccccc1CC[C@@H](SC1(CC(=O)O)CC1)c1cccc(/C=C/c2ccc3ccc(Cl)cc3n2)c1	0
O=C(O)CC1C(=O)NCCN1Cc1c(F)cccc1Cl (stereo unspecified)	-7
COCc1cc(CNC(=O)CC2CCc3ccccc32)[nH]n1 (stereo unspecified)	-8
Cc1ccc(CNc2ccc(C(=O)O)c(Cl)c2)s1	-2
CCc1nc(N)sc1C(=O)N1CC(Oc2ccccc2C)C1	-3
COC(=O)CN1C(=O)C(c2ccccc2)Oc2ccc([N+](=O)[O-])cc21 (stereo unspecified)	2
Cc1nc(N)cc(C[n+]2csc(CCO)c2C)n1	-3

Two entries picked at random from those above, as already listed:
SMILES	hcGAS inh
COCc1cc(CNC(=O)CC2CCc3ccccc32)[nH]n1 (stereo unspecified)	-8
Cc1nc(N)cc(C[n+]2csc(CCO)c2C)n1	-3

Further structures
SMILES	hcGAS inh
Cc1nn(C)c(Cl)c1S(=O)(=O)N1CCC2(CC1)NCCNC2=O	-8
O=C(c1cnnn1-c1ccccc1)N(Cc1ccsc1)C1CC1	-5
CN1CCN2CCN(C(=O)Cn3cncn3)CC2C1=O (stereo unspecified)	-7
CCN(c1cccc2ccccc12)S(=O)(=O)c1ccc(Cl)nc1	-4
CC(C)(C)c1cc(NC(=O)c2cccc(C#N)c2)n(Cc2ccccc2)n1	-9
CN(C(=O)c1cc(-c2ccccc2)n[nH]1)C1CCCCC1	2
CCOc1ccc(S(=O)(=O)N2CCN(C(=O)c3cc4c(s3)CCC4)CC2)cc1	-12
COc1cccc(NC(=O)CCC2CCN(C(=O)c3cc4ccccc4cn3)CC2)c1	1
Cc1cc(N2CC(C(=O)O)CC2=O)ccc1NC(=O)c1ccco1 (stereo unspecified)	-5
c1ccc(Cc2n[nH]c(Cc3ccc4c(c3)OCO4)n2)cc1	-4

24 neighbouring entries already listed, quoted:
SMILES	hcGAS inh
Cc1ccccc1CNC(=O)CCCn1nnnc1CN1CCC(C)CC1	-6
CCCCc1cc(C(=O)Cc2csc(C)n2)c(O)cc1O	-7
CC1CCN(S(=O)(=O)c2cnc(Cl)c(Br)c2)CC1	-5
Cc1ccc(-c2nnc(SCC#CCO)n2C2CC2)cc1	11
COc1cccc(C(=O)NCC2CCCN(C3CCSCC3)C2)c1OC (stereo unspecified)	-6
CCC(=O)N1C[C@H]2OC(=O)N(CCCc3ccc(OC)cc3)[C@H]2C1	-6
O=C(NCc1ccccc1-n1ccnc1)c1cc(=O)[nH]c2ccccc12	-2
CC(C)(O)c1ccccc1CC[C@@H](SC1(CC(=O)O)CC1)c1cccc(/C=C/c2ccc3ccc(Cl)cc3n2)c1	0
O=C(O)CC1C(=O)NCCN1Cc1c(F)cccc1Cl (stereo unspecified)	-7
COCc1cc(CNC(=O)CC2CCc3ccccc32)[nH]n1 (stereo unspecified)	-8
Cc1ccc(CNc2ccc(C(=O)O)c(Cl)c2)s1	-2
CCc1nc(N)sc1C(=O)N1CC(Oc2ccccc2C)C1	-3
COC(=O)CN1C(=O)C(c2ccccc2)Oc2ccc([N+](=O)[O-])cc21 (stereo unspecified)	2
Cc1nc(N)cc(C[n+]2csc(CCO)c2C)n1	-3
Cc1nn(C)c(Cl)c1S(=O)(=O)N1CCC2(CC1)NCCNC2=O	-8
O=C(c1cnnn1-c1ccccc1)N(Cc1ccsc1)C1CC1	-5
CN1CCN2CCN(C(=O)Cn3cncn3)CC2C1=O (stereo unspecified)	-7
CCN(c1cccc2ccccc12)S(=O)(=O)c1ccc(Cl)nc1	-4
CC(C)(C)c1cc(NC(=O)c2cccc(C#N)c2)n(Cc2ccccc2)n1	-9
CN(C(=O)c1cc(-c2ccccc2)n[nH]1)C1CCCCC1	2
CCOc1ccc(S(=O)(=O)N2CCN(C(=O)c3cc4c(s3)CCC4)CC2)cc1	-12
COc1cccc(NC(=O)CCC2CCN(C(=O)c3cc4ccccc4cn3)CC2)c1	1
Cc1cc(N2CC(C(=O)O)CC2=O)ccc1NC(=O)c1ccco1 (stereo unspecified)	-5
c1ccc(Cc2n[nH]c(Cc3ccc4c(c3)OCO4)n2)cc1	-4

More results:
SMILES	hcGAS inh
CCOc1ccccc1CN(CC)C(=O)c1csc(C(C)=O)c1	-7
CCN1CCC(=NNc2c(Cl)cc(Cl)cc2Cl)CC1	-11
CCCCN(C)C(=O)c1nc2ccccn2c1CN1CCN(Cc2nccn2C)CC1	-1
CN(C)c1ccc([N+](=O)[O-])cc1C(C)(C)C	-3
O=C(O)c1cc(S(=O)(=O)Nc2ccc(N3CCCCC3)cc2)c(Cl)cc1Cl	-11
O=C(Nc1ccc(-c2cscn2)cc1)C1CCCN(C(=O)c2cnsn2)C1 (stereo unspecified)	0
CC1CCN(Cc2nnnn2CCCC(=O)NCC2CCN(Cc3ccccc3)C2)CC1 (stereo unspecified)	-4
Cc1nn(-c2ccccc2)c(N)c1C(O)(CC(=O)C(F)(F)F)C(F)(F)F (stereo unspecified)	-10
CCc1ncc(-c2nccn2Cc2ccccc2-n2cccn2)cn1	-6
COc1ccc2oc(C)c(C(=O)NCCN3CCOCC3C)c2c1 (stereo unspecified)	-6
CCOc1ccccc1N=C1SCC(C)N1C(=O)c1cncc(Br)c1 (stereo unspecified)	-1
Cc1cccc(-c2cn[nH]c2C2CCN(c3nc(C(N)=O)cs3)CC2)c1	-5
CC(C)CN1CC(C(=O)NCCc2cnc[nH]2)CC1=O (stereo unspecified)	-4
O=C(Cn1ccnc1)N1CCCC(CCc2ccc(F)cc2)C1 (stereo unspecified)	-4
Clc1ccc(C(Cn2ccnc2)OCc2ccsc2Cl)c(Cl)c1 (stereo unspecified)	-4
CCCCNC(=O)NCC1=NC2C=CC=CC2N1 (stereo unspecified)	-3
Cc1ccccc1-c1nc(CN2CCN(c3ncc4ccccc4n3)CC2)c(C)o1	-5
c1cncc(-c2nc3c(c(NCCn4cccn4)n2)CCNC3)c1	-6
O=C(Cc1ccccc1)c1ccc(-c2ccn[nH]2)cc1	-10
OCCCc1cn(C2CCN(c3nn4cnnc4c4ccccc34)CC2)nn1	-3
Cc1nc(C)c(CN2CCCC(C(=O)Nc3ccc(-c4ccco4)cc3)C2)nc1C (stereo unspecified)	1
CCNc1nc(C)c(C(=O)NC(C)c2cn3ccsc3n2)s1 (stereo unspecified)	-5
Cc1ccc(C(=O)C(C)OC(=O)c2cccc(NC(=O)c3ccccc3)c2)cc1 (stereo unspecified)	-10
Cc1scc(C(=O)NNC(=S)NC(C)c2ccccc2)c1C (stereo unspecified)	-6
Cc1cccc(NC(=O)CCC2CCN(C(=O)Cn3nc(Cl)ccc3=O)CC2)c1	2
Cc1cc(=O)c(C(=O)Nc2cc(F)cc(F)c2)nn1-c1ccccc1	-9
O=C(Cc1noc2ccccc12)NCc1ccccc1-n1ccnc1	-4
CCOC(=O)C1=C(COc2ccccc2C#N)NC(=O)NC1c1cccs1 (stereo unspecified)	-3
Cc1cccc(C(C(=O)NCc2noc(-c3ccco3)n2)N(C)C)c1 (stereo unspecified)	-6
CCOC(=O)c1sc2nncn2c1C	-3
C=CCn1cc(CN(C)Cc2cc(-c3ccccn3)no2)c(C)n1	0
CS(=O)(=O)N1CCC(Oc2ccccc2C(=O)NCCc2cscn2)CC1	-5
CCc1nc(C)sc1CNC(C)Cn1nc(C)cc1C (stereo unspecified)	-9
COc1cccc(C(=O)Oc2ccc(C(=O)COC(=O)C3CC(=O)N(C4CCCCC4)C3)cc2)c1 (stereo unspecified)	-6
COc1c(F)ccc(C(=O)N2C[C@H](N)C[C@H]2C(=O)NC(C)C)c1F	3
Cc1ccc(C)c(OCCN2CC(C(=O)O)CC2=O)c1 (stereo unspecified)	-6

Bioassay records: PubChem, Fisher Drug Discovery Resource Center
